Assay outcomes deposited in PubChem BioAssay by Sanford-Burnham Center for Chemical Genomics.
SKN-1 inh: C. elegans SKN-1 inhibition; C. elegans VP596 Pgst-4::GFP/RFP ratio, acrylamide-induced, 24 h; actives 0.49% (n = 360,000); inhibition, % at 21.8 µM; AID 624304;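 active means interference check ratio from 0.5 to 1.5 plus GFP to RFP signal ratio inhibition reaching or exceeding a fixed threshold, cut at about 30% in these data, passing the limit was not always enough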; further: some compounds called inactive have numbers as strong as hits
SUMO1 PPI mod: alters human SUMO1 binding to SIM partners; SUMO1 binding to a labelled peptide, TR-FRET, 1 h; inhibition, % at 20 µM; actives 0.33% (n = 360,000); AID 602429; in the data active means inhibition above about 37%
Target sequence (P63165 whole entry, looked up): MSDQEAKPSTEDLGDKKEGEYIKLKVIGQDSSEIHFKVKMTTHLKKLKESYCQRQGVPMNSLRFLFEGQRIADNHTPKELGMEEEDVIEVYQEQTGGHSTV
MT1-MMP act inh: blocks activation of human MT1-MMP; HT1080 RFP-PRO-GFP cells, GFP/RFP ratio fluorescence, overnight; percent of plate control window, DMSO zero; GFP/RFP ratio change, % at 20 µM; actives 0.061% (n = 360,000); AID 651647;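 active means GFP/RFP ratio change of at least 30% with cell ATP level not reduced by more than half and red fluorescence within 50% of control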; further: strong numbers were not always called active
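system = RFP-PRO-GFP reporter HT1080 cells | dosing = 20 µM single dose, 1% DMSO | timing = overnight cell settling, then overnight compound exposure, 37 °C, 5% CO2 | read-out basis = GFP/RFP fluorescence ratio | controls = DMSO and RFP-L50D-GFP cell wells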
STEP block: blocks human striatal-enriched tyrosine phosphatase; inhibition, % at 20 µM; recombinant STEP, OMFP fluorogenic substrate, fluorescence; actives 0.25% (n = 360,000);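 active means inhibition at 20 µM, scaled per plate between control wells, above about 37%, limit read from the data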;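 further: 0% = DMSO with enzyme and substrate and 100% = substrate only without enzyme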
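Measure: Control-normalized % inhibition with plate pattern correction | Test system: STEP phosphatase, cell-free reaction | Medium: pH 6.0 Bis-Tris with DTT and Tween 20 | Technique: Fluorescence, 480/540 nm | Times: Reaction 20 min, ambient temperature | Doses: Single compound dose of 20 µM, 1% DMSO final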
LMPTP block: blocks human LMPTP phosphatase; recombinant LMPTP-A, OMFP fluorogenic substrate, fluorescence intensity; actives 0.22% (n = 360,000); inhibition, % at 20 µM; P24666;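 active means compounds that cut the enzyme signal by at least half of the control window in the single-dose screen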;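 further: plate controls were DMSO wells with enzyme plus substrate for no effect and substrate without enzyme for full effect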
Target sequence (P24666 whole entry, looked up): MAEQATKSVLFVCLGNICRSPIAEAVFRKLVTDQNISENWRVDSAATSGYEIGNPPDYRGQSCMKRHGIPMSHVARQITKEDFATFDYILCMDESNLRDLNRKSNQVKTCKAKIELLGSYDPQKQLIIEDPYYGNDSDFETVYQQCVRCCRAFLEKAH
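test system = LMPTP-A | amount = 0.625 nM LMPTP-A final | reagent = fluorogenic phosphatase substrate OMFP at 400 µM final | incubation = 50 min at room temperature | benchmarks = no-enzyme low control, uninhibited high control | medium = Bis-Tris pH 6.0, DTT, detergent | signal = fluorescence intensity of OMFP turnover product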
DNMT1 block: blocks human DNA methyltransferase DNMT1; P26358; DNMT1 molecular beacon, Hinp1I cleavage, fluorescence; inhibition (reported as % activation of signal), % at 10 µM; actives 0.83% (n = 360,000); in the data active means inhibition above about 50%
NadD block: NadD (S. aureus) enzyme inhibition; AID 602399; inhibition, % at 20 µM; actives 0.78% (n = 360,000); purified NadD enzyme, colorimetric absorbance read-out; in the data active means inhibition above about 26%; further: some compounds past the cut are filed as inactive
Scp-1 inhibitor: Scp-1 (human) phosphatase inhibition; Recombinant Scp1, phosphopeptide, malachite green phosphate absorbance; inhibition, % at 20 µM; Q9GZU7; actives 0.88% (n = 340,000); AID 493091;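 active means inhibition above about 50% at 20 µM, limit read from the data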;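 further: plate controls were DMSO wells with enzyme for no effect and wells lacking enzyme for full effect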
Target sequence (Q9GZU7 76-261 limits assumed): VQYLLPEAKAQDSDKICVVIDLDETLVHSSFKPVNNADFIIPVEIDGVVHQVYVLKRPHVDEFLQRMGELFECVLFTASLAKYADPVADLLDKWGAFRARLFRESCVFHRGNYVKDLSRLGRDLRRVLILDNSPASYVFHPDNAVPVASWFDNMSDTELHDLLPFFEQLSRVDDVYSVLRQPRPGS
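System: truncated SCP-1 phosphatase (76-261aa); medium: Tris acetate buffer pH 5.5 with MgCl2 and Tween-20; incubation: 45 min room-temperature reaction, 5 min colour, 30 min stabiliser; compound: single 20 µM dose, 1% DMSO; reagent: Phosphorylated 17-residue peptide substrate; read-out: % inhibition at 20 µM; technique: colorimetric free-phosphate detection, absorbance 630 nm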
CendR NRP1 mod: alters CendR peptide binding to human NRP-1. actives 0.85% (n = 360,000). FAM-RPARPAR peptide binding to NRP-1, fluorescence polarization. inhibition, % at 25 µM. AID 602438;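 active means inhibition or corrected inhibition above about 18%, plus a signal ratio from 0.5 to 1.5, limit read from the data, passing the limit was not always enough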; further: strong numbers were not always called active
Rpn11 block: Rpn11 (human) deubiquitinase inhibition | calls only at 20 µM | actives 0.59% (n = 360,000) | human 26S proteasome, Ub4-pepOG fluorescence polarization; 20S core pre-blocked with epoxomicin | O00487;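 active means inhibition at 20 µM, scaled to each plate's controls, above about 33%, limit read from the data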
Target sequence (O00487 whole entry, looked up): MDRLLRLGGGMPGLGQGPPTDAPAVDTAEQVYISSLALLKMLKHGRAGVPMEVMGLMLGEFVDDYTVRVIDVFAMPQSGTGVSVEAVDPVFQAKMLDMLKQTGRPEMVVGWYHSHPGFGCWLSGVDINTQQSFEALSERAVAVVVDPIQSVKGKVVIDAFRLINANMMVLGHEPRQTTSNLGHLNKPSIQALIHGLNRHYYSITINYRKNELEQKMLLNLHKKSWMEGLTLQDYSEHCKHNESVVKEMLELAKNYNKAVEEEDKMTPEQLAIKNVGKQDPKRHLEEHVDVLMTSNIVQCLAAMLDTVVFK
* marks the source's active call; other numbers are inactive results; i = inactive; · = not tested or not shown.

SMILES	SKN-1 inh	SUMO1 PPI mod	MT1-MMP act inh	STEP block	LMPTP block	DNMT1 block	NadD block	Scp-1 inhibitor	CendR NRP1 mod	Rpn11 block
FC(F)(F)c1ccc(CN2C[C@@H]3C(c4ccc(Cl)nc4)C4(c5ccccc5)CC3(C4)[C@H]2c2ccccc2)cc1 (some centres not stated)	22	6	1	0	0.5	6	23	3	-11	i
CNC(=S)SCCOc1ccccc1C	30	-6	-1	-2	1.0	-5	-8	-10	1	i
COc1ccc(-n2nnnc2SCC(=O)Nc2ccccc2)cc1	-14	0	7	2	-1.5	-2	-6	-3	8	i
O=C(Nc1ccc([N+](=O)[O-])cc1)OC1CCS(=O)(=O)C1 (configuration not stated)	15	-23	0	·	-0.7	·	2	·	-1	·
COc1ccc(N2CCN(C(=O)CSc3nc4[nH]ncc4c(=O)n3-c3ccc(Br)cc3)CC2)cc1	9	1	0	1	0.6	-7	15	-11	6	i
O=C(CCSc1nc(-c2ccco2)cc(C(F)(F)F)n1)N1CCN(c2ccccn2)CC1	-4	-8	-4	6	3.1	-8	0	6	8	i
COc1cc(OC)c2c(-c3ccccc3)cc(=O)oc2c1C(CC(=O)N1CCOCC1)c1ccc2c(c1)OCO2 (configuration not stated)	2	-2	-1	2	2.3	4	1	8	18	i
O=C(CN1CCN(C(c2ccccc2)c2ccccc2)CC1)N1N=CCC1c1ccccc1 (configuration not stated)	9	-3	-2	-1	-0.3	0	1	-9	-10	i
CC(C)(C)NC(=O)CN(Cc1cccs1)C(=O)CCC(=O)Nc1nccs1	-1	4	0	-3	-3.1	1	-5	0	0	i
O=C1c2cccc3cccc(c23)C(=O)N1c1cccc(O)c1	7	-24	1	1	0.7	6	-3	-7	0	i
CCOC(=O)C1(C)CCN1C(=O)c1ccoc1 (configuration not stated)	-6	-5	2	1	0.5	5	2	·	5	i
CCc1nc(N2CCN(C(=S)NCCCOC)CC2)c2c3c(sc2n1)CCCC3	7	2	1	4	8.5	0	1	6	0	i

Single records, from the list above.
CNC(=S)SCCOc1ccccc1C is entered as SKN-1 inh = 30; SUMO1 PPI mod = -6; MT1-MMP act inh = -1; STEP block = -2; LMPTP block = 1.0; DNMT1 block = -5; NadD block = -8; Scp-1 inhibitor = -10; CendR NRP1 mod = 1; Rpn11 block = i
CCc1nc(N2CCN(C(=S)NCCCOC)CC2)c2c3c(sc2n1)CCCC3 is entered as SKN-1 inh = 7; SUMO1 PPI mod = 2; MT1-MMP act inh = 1; STEP block = 4; LMPTP block = 8.5; DNMT1 block = 0; NadD block = 1; Scp-1 inhibitor = 6; CendR NRP1 mod = 0; Rpn11 block = i

Next section
SMILES	SKN-1 inh	SUMO1 PPI mod	MT1-MMP act inh	STEP block	LMPTP block	DNMT1 block	NadD block	Scp-1 inhibitor	CendR NRP1 mod	Rpn11 block
CC(=O)Nc1sc2c(c1C(N)=O)CCCC2	20	1	-5	0	-0.5	-1	2	-1	3	i
CCOc1ccc(/C(O)=C2/C(=O)C(=O)N(CCN(CC)CC)C2c2cccs2)cc1 (configuration not stated)	3	1	-1	-2	-1.0	0	-5	-8	14	i
Cc1scc(C(=O)NNC(=S)NCC2CCCO2)c1-c1ccccc1 (configuration not stated)	-3	1	0	2	-2.4	9	-1	-3	0	i
CSc1ncccc1C(=O)NC1CCCCCCC1	-10	6	3	-1	-2.2	0	-3	16	5	i
CCc1nnc2n1N=C(c1cccc([N+](=O)[O-])c1)CS2	8	-24	-1	0	0.0	3	-3	-2	4	i
CC(NC(=O)NC(N)=O)(C(F)(F)F)C(F)(F)F	-7	8	2	2	-0.4	4	6	-9	14	i
Clc1ccc(C(CCN2CCCC2)Cc2ccccc2)cc1 (configuration not stated)	16	-4	1	2	-1.5	0	-7	-15	10	i
O=C(NCCCN1CCCC1=O)c1c(O)nc2ccccn2c1=O	-2	5	-2	-2	-0.1	0	0	-13	-7	i
CNC(=O)COC(=O)/C=C/c1nc2ccccc2s1	-2	-2	-2	0	1.2	0	-9	-1	6	i
CN(C)C(=O)CNC(=O)C1CCCCC1	-24	1	2	1	-1.3	-1	-7	-6	19	i
Cc1ccc(NC(=S)Nc2cccc3ccccc23)cc1	4	-24	-4	1	2.8	-18	4	-7	28*	i
CSCCC(NC(=O)C1CCC(C)CC1)C(=O)NCc1ccco1 (configuration not stated)	-12	9	0	0	-0.2	5	-1	20	-7	i
O=C(Nc1ccccc1C(=O)N1CCCC1)c1ccccc1	-9	-4	-1	-1	-2.1	7	-1	2	4	i
CCOc1cc(N2CCOCC2)c(OCC)cc1NC(=O)COc1cccc(Cl)c1	1	5	0	0	0.7	4	-3	-2	7	i
O=C(COc1ccc(F)cc1Cl)N1CCN(C(=O)c2cccs2)CC1	12	-1	7	-1	-0.1	2	0	16	-5	i
CCOC(=O)CSc1nnc(CNC(=O)c2ccc(OC)c(OC)c2)n1C	0	-1	8	-4	0.0	2	3	-6	-3	i
Cc1cc(-c2ccccc2N)n[nH]1	-2	-2	3	2	-0.7	2	-1	-2	-7	i
O=C(Nc1ccc(OC(F)(F)F)cc1)c1ccc(-n2cncn2)nc1	-1	0	2	0	-1.4	5	-4	1	-6	i
CC(C)(C)N(C(=O)Cn1nnc(-c2ccc(F)cc2)n1)C(C(=O)NC1CCCC1)c1ccncc1 (configuration not stated)	-13	4	0	-1	-0.7	-7	-2	-4	4	i
O=C1CCCN1CCCNc1ncccc1[N+](=O)[O-]	-27	-30	2	2	-0.8	1	-2	-1	7	i
Cc1ccc(C)c(OCC(=O)Nc2cccc(C(=O)O)c2)c1C	-21	-2	-3	-3	-0.8	4	-5	-13	-8	i
O=C(NCC(O)c1ccc2ccccc2c1)c1c(F)cccc1F (configuration not stated)	3	6	-2	-2	-1.6	-1	-7	-8	7	i
CCc1cc(=O)oc2cc(C)cc(OC(C)C(=O)NCCCN3CCCC3=O)c12 (configuration not stated)	14	1	-1	0	0.5	1	-2	-8	11	i
Cc1cc(=O)oc2cc(OCC(=O)NCCc3nc4ccccc4[nH]3)ccc12	-10	11	-1	-1	2.2	-6	3	-5	-12	i
O=C(NCCc1c[nH]c2ccccc12)c1cc2ccccc2oc1=O	-1	-20	0	-4	1.1	2	-5	-7	-7	i
COC(=O)c1cn(Nc2ncc(C(F)(F)F)cc2Cl)c(=O)c2ccccc12	0	0	1	1	0.8	0	-4	-12	-5	i
COc1cc(-c2n[nH]c(=S)n2-c2ccc(C)cc2)cc(OC)c1OC	2	3	9	-1	-1.2	2	3	-1	-1	i
O=C1N(Nc2ccccc2)C(c2ccc(Br)cc2)C12CCCC2 (configuration not stated)	17	0	1	2	0.2	-3	2	-9	1	i
COC(=O)c1[nH]c2cc(OC)ccc2c1NC(=O)CCN1CCN(c2ccccc2)CC1	8	-6	9	1	-1.3	-2	3	-2	-15	i
O=c1cc(CSc2ccccn2)[nH]c(=O)[nH]1	5	22	-2	-3	0.5	3	3	-8	-11	i
O=C(COC(=O)/C=C/c1ccc(Cl)cc1Cl)Nc1ccc2c(c1)OCCO2	-2	-1	0	2	-0.7	2	-6	-2	4	i
Cc1ccc(-n2nnnc2SCC(=O)Nc2cc(C)on2)c(C)c1	2	3	3	-1	-0.5	1	-4	-4	10	i
CCOc1ncccc1C(=O)Oc1ccc2c(c1)OCO2	9	3	0	2	0.0	7	-4	-3	2	i
COCCCNc1ccnc2c(Cl)cccc12	-4	5	0	1	-1.6	3	-2	12	16	i
Cc1nc2c(OCc3ccc(F)c(F)c3)cccn2c1N(C)C(=O)CCC1CCCC1	14	21	-19	3	2.8	-2	12	·	20	i
COc1ccc(C2=NN(CCC(=O)NC3CCCCCC3)C(=O)CC2)cc1	7	-3	-3	-2	-1.2	0	-5	-8	8	i
CCN1C(=O)[C@H]2[C@@H](c3ccc(C)cc3)N3C(=O)N(c4cccc(F)c4)C(=O)[C@@]3(Cc3ccc(Cl)cc3)[C@H]2C1=O	13	-9	0	1	1.0	1	1	-5	2	i
O=C(Nc1ccc2c(c1)OCO2)O[C@@H]1C[C@H]2CCCC(=O)N3CC[C@@H](C1)[C@@H]23	15	-1	4	-1	-0.7	4	-4	-3	12	i
CCOC(=O)c1sc2nc(C)nc(SCC(=O)NC3CCS(=O)(=O)C3)c2c1C (configuration not stated)	-2	-11	-2	0	-0.2	-6	6	-1	-20	i
O=C(CSc1nnc(-c2ccccn2)o1)Nc1ccccc1F	3	-5	-1	0	-0.7	5	-4	-10	10	i
CC(=O)N1CC=C2C(C#N)=C(N)C(C#N)(C#N)C(CCc3ccccc3)C2C1 (configuration not stated)	1	-1	-17	3	-0.3	-5	0	0	-14	i
O=C(CN1CCOCC1)c1c[nH]c2ccccc12	-4	-3	-4	2	0.9	4	9	0	7	i
COc1ccc(C)cc1S(=O)(=O)N1CCN(C(=O)c2ncoc2-c2ccc(F)cc2)CC1	-7	5	-2	-2	-1.0	1	-4	-2	3	i
CCCc1ccc(C(O)c2ncc(-c3ccc(C)cc3)[nH]2)cc1 (configuration not stated)	3	2	-8	-1	-2.1	-4	-1	·	6	i
O=C(NCCN1CCOCC1)c1cc(Cl)ccc1Cl	-4	-2	-1	2	-1.1	-14	2	-8	12	i
C=CCN1CCN(C(c2ccc(Cl)cc2)c2nnnn2CCc2ccc(OC)c(OC)c2)CC1 (configuration not stated)	-4	0	-2	-3	-5.1	1	-1	-9	-4	i
CCOc1ccc(NS(=O)(=O)c2ccc(OC)c(NC(=O)c3ccc4c(c3)OCCO4)c2)cc1	8	7	-9	2	2.5	-10	1	-11	-4	i
CCCCN1C[C@H](Cc2ccccc2)[C@@H](CC(=O)Nc2ccc(OC)cc2)C1=O	2	4	6	4	-0.2	2	-1	·	3	i
COc1ccc(CNC(=O)c2cc(SC)ccc2Cl)cc1OC	5	-1	7	-4	-0.1	2	-6	-19	3	i
Cc1nc(C)c(-c2csc(Nc3cccc(O)c3)n2)s1	6	-10	-4	2	2.5	-9	-1	-6	-3	i
CCOC(=O)C1CCN(C(=O)Nc2ccc3c(c2)nc(C)n3C)CC1	12	0	3	0	0.9	1	-1	-1	6	i
CC(C)Oc1ccc(C(=O)Nc2nnc(C3=COCCO3)o2)cc1	9	4	3	-1	-1.0	-1	6	-6	-2	i
C=CCN(C(=O)CN1CCCCC1)c1nc(-c2ccccc2)cs1	1	6	-4	-2	-0.1	0	-1	15	10	i
